TSG101-PTAP inh: inhibitors of HIV-1 PTAP binding to human TSG101, validation. AID 1347069. 44,000 tested, under 10 active. Fluorescence polarization, FITC-PTAP peptide/Tsg101, 20 min. Potency, µM (titrated, usually from 115 µM), inactives show at the highest dose activity change, negative = inhibition, actives largely listed as inhibitors; further: potency means the concentration at half of the fitted maximal effect; 0% is about no effect
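Fluorescence polarization: Tsg101 binding domain (10 uM final) in 10 mM HEPES pH 7.5, 0.15 M NaCl, 0.01% Tween 20, 3 mM EDTA, 0.1 mM TCEP; compounds pinned; FITC-PTAP peptide 50 nM final; 20 min, r.t.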
NTMT1 inh: NTMT1 methyltransferase inhibition; NTMT1 MTase-Glo SAH luminescence, purified enzyme; Potency, µM (doses to about 114 µM), without a hit: top-dose activity change, negative = inhibition, usual class: inhibitors; 59,000 compounds, 2.5% hits; AID 1645870;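 further: potency means the concentration at half of the fitted maximal effect; plate controls were DMSO vehicle for no effect and no enzyme for full effect; nearly all actives have a fitted effect of over 65% in size; many of its hits are not listed in these tables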
p53null 39C kill: selectivity test: cytotoxicity in p53 null cells, nonpermissive temperature; H1299 p53-null (neo) cells, 39C, ATPlite viability, 24 h; Potency, µM (series often up to 46.1 µM), inactives show at the top dose activity, negative = cell killing, hits mostly cytotoxic; 55,000 compounds, 0.97% hits;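 further: potency means the concentration at half of the fitted maximal effect; 0% = DMSO only and -100% = full killing by 100 µM tamoxifen; nearly all actives have a fitted effect of over 50% in size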
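Concentration-response (up to 46 uM) was run for 24 h at the nonpermissive 39C on H1299-p53A138V or H1299-neo cells. ATP content was measured with ATPlite luminescence. AC50 values were Hill-modeled after normalizing between DMSO and 100 uM tamoxifen killing.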
B2AR arrestin ag: beta-arrestin recruitment by human beta2-adrenergic receptor ligands. HTLA Tango cells, beta-arrestin recruitment, luciferase luminescence, 18 h. Potency, µM (highest dose often 46.1 µM), for inactives: at the highest dose activation, usual class: activators. 44,000 tested, under 10 active;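 further: potency means the concentration at half of the fitted maximal effect; 0% = DMSO and full agonism = EC100 isoproterenol or metaproterenol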
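Ligand-induced beta-arrestin recruitment to recombinant beta2-AR is measured via a tTA-driven luciferase reporter in Tango cells after 18 hr compound exposure at 37 degrees C. Concentrations span up to 46 microM.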
GALK inh: inhibits human galactokinase. recombinant GALK, Kinase-Glo ATP luminescence, 1 h. P51570. Potency, µM (series often up to 57.5 µM), for the others: at the top dose activity, negative = inhibition, most hits filed as inhibitors. 44,000 tested, under 10 active;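 further: plate controls were full GALK reaction for no effect and reaction lacking GALK for full effect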
Target sequence (P51570 whole entry, looked up): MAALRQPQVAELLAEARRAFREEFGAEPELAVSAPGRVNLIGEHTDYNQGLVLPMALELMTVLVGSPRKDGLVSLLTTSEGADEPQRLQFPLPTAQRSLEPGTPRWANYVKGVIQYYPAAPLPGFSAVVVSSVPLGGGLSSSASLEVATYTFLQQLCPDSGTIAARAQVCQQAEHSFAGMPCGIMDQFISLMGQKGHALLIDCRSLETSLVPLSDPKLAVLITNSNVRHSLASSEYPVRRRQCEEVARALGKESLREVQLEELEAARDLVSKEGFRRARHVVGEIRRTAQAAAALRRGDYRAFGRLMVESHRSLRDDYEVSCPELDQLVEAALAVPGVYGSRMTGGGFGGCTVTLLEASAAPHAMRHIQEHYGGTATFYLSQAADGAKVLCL
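5 nM GALK; 35 uM ATP; 100 uM D-galactose; 20 mM HEPES pH 8.0, 5 mM MgCl2, 60 mM NaCl, 1 mM DTT, 0.01% BSA; 1 h RT; Kinase-Glo Plus luminescence.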
p53null 32C kill: selectivity test: cytotoxicity in p53 null cells, permissive temperature | H1299-neo p53 null cells, ATP luminescence, 24 h, 32C | Potency, µM (doses to about 46.1 µM), inactives show top-dose activity change, negative = cytotoxicity, most hits filed as cytotoxic | 55,000 compounds, 0.62% hits | AID 903;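 further: potency means the concentration at half of the fitted maximal effect; 0% = DMSO only and -100% = full killing by 100 µM tamoxifen; nearly all actives have a fitted effect of over 55% in size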
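Overnight 37C seeding (600 cells/well) of H1299-neo preceded a 24 hr, 32C exposure to compounds up to 46 uM. ATP levels, read by luminescence after 20 min at RT, indicated surviving cells.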
FH mod: Identification of activators of human fumarate hydratase by quantitative high-throughput screening. Fumarate hydratase, mitochondrial (Homo sapiens), P07954. FH coupled MDH/diaphorase resazurin fluorescence, 15 min. Potency, µM (highest dose often 79.9 µM), inactives show top-dose activity change, negative = inhibition, most hits filed as inhibitors. 54,000 compounds, 0.22% hits. AID 1347055, 2019; further: potency means the concentration at half of the fitted maximal effect; on the % scale 0 is the no-effect control and ±100 the full control effect; the screen sought activators but most active calls are inhibition curves; nearly all actives have a fitted effect of over 45% in size
Target sequence (P07954 whole entry, looked up): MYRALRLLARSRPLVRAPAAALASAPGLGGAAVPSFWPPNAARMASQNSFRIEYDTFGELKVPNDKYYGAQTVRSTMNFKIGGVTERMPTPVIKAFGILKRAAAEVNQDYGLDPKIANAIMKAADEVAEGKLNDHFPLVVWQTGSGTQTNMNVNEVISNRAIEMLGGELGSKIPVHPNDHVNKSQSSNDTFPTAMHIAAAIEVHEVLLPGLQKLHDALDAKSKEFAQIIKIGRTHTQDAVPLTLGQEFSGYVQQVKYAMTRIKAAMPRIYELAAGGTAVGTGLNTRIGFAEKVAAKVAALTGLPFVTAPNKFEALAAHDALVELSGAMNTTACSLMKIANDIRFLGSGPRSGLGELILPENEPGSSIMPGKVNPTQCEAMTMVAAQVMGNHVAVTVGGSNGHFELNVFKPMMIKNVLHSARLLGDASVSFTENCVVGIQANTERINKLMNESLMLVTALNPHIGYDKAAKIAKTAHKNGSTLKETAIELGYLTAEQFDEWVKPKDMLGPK
Active calls of the source: *; ? = inconclusive; / = not tested or not shown; [ ] = remark or other dose. The call rests on the fitted dose curve; in most records, active means well fitted curve in the direction sought with a large enough effect; inconclusive means small, poorly fitted or top-dose-only effect, or another doubt; inactive means no such curve, though single readings can be large; an effect the other way counts as inactive or inconclusive. This is a subset; count on the stated rates, not on these rows.

SMILES	TSG101-PTAP inh	NTMT1 inh	p53null 39C kill	B2AR arrestin ag	GALK inh	p53null 32C kill	FH mod
CCCN(CCC)CCNC(=O)c1cc2c(-c3ccccc3F)nn(C)c2s1	-4%	-18%	-16%	1%	0%	5%	2%
Cn1cc(S(=O)(=O)c2cccc(Cl)c2)c(=O)c2cc(F)c(N3CCN(c4ccccc4)CC3)cc21	-7%	1%	-1%	0%	3%	-4%	0%
Cc1ccc(S(=O)(=O)N2CC=C(c3c(C)n(CC(=O)N4CCCC4)c4ccccc34)CC2)cc1C	-1%	6%	21%	1%	-1%	3%	-7%
COc1ccc(CCNC(=O)c2ccc3c(c2)N(Cc2ccc(F)cc2)CCS3)cc1OC	0%	9%	23%	1%	-1%	7%	?
COc1cccc(-n2c(-c3ccco3)nc3c(cnn3-c3ccccc3C)c2=O)c1	-3%	?	66%[activator]	-2%	7%	14%	-20%
CC(C)c1ccc(Nc2cc(C(=O)NCCc3ccccc3)c3ccccc3n2)cc1	-4%	-18%	-15%	0%	0%	-3%	3%
O=C(Cn1ncc2c3ccccc3n(Cc3cccc(Cl)c3)c2c1=O)NCCC1=CCCCC1	69%[activator]	?	-13%	-3%	8%	-7%	-3%
CCC(C(=O)NCCc1cc(OC)ccc1OC)n1nc(C)c2c(C)n(-c3ccccc3)nc2c1=O (centres undefined)	-4%	-18%	0%	0%	0%	-8%	-2%
CCn1c(=O)cc(OCC(=O)N(C)c2cc(Cl)ccc2C)c2ccccc21	-6%	?	?	-2%	8%	-4%	-5%
Cc1ccc(-c2nnc(SCc3ccccc3C#N)o2)cc1	-6%	22%	?	7%	?	-3%	-1%
CC(=O)Nc1ccc(NC(=O)CCc2c(C)nc3c(c(C)nn3-c3ccc(C)cc3)c2C)cc1	1%	-13%	6.3µM*	-4%	4%	-1%	-11%
CCc1ccc(Nc2cc(C(=O)NCCCN(C)c3ccccc3)c3ccccc3n2)cc1	3%	13%	13%	-1%	3%	-9%	1%
Cc1ccc(CNC(=O)Cn2c(SCC(=O)Nc3ccc(F)cc3)nc3ccccc32)cc1	2%	-2%	13µM*	-1%	2%	?	-18%
COc1cccc(NC(=O)C2CCN(c3nnc(C)c4c(C)n(-c5ccccc5)nc34)CC2)c1	14%	-19%	8%	5%	1%	-12%	-22%
CCCCOc1ccc(S(=O)(=O)N2CCN(c3ccccc3OCC)CC2)cc1	0%	6%	2%	0%	2%	-3%	-7%
CCOC(=O)c1ccc(NC(=O)Cn2c(=O)cc(C(F)(F)F)c3c(C)nn(C)c32)cc1	-1%	0%	-9%	0%	0%	-8%	-4%
CC(CNC(=O)CCn1c(=O)c2cccn2c2ccc(F)cc21)c1ccccc1 (centres undefined)	2%	13%	66%[activator]	0%	0%	12%	-2%
COC(=O)c1cc2oc3ccccc3c2n1Cc1nc(-c2cccc(Cl)c2)oc1C	2%	/	-4%	0%	-2%	8%	/
COc1ccc(S(=O)(=O)NC(C)(C)CO)cc1-c1nnc2c3ccccc3c(C)nn12	-5%	-3%	7%	1%	2%	1%	-5%
Cc1ccc(Nc2c3c(nc4nc(-c5cccs5)nn24)CCCC3)cc1F	0%	10%	60%[activator]	3%	-2%	26%	?
COc1ccc(NC(=O)c2c(C)oc3ccc(O)c(CN4CCN(C)CC4)c23)cc1Cl	-4%	/	15%	-1%	0%	10%	/
CCC1CCCCN1CCCNC(=O)c1ccc2c(c1)N(Cc1ccccc1)C(=O)c1ccccc1S2(=O)=O (centres undefined)	-1%	3%	-22%	1%	0%	2%	1%
CCc1cnc2c(c1SCC(=O)NCc1ccccc1)c(=O)n(C)c(=O)n2C	-1%	5%	-10%	-1%	-1%	4%	?
Cc1ccc(N2C(=O)c3n[nH]c(C)c3C2c2ccccc2Cl)cc1 (centres undefined)	-7%	-2%	9%	-1%	?	12%	0%
Cc1c(Cl)cccc1NC(=O)CSc1ncc(S(=O)(=O)c2ccc(C(C)C)cc2)c(=O)[nH]1	-7%	?	1%	0%	?	-4%	?

An excerpt from above in order of length of the SMILES, largest number first:
SMILES	TSG101-PTAP inh	NTMT1 inh	p53null 39C kill	B2AR arrestin ag	GALK inh	p53null 32C kill	FH mod
Cc1c(Cl)cccc1NC(=O)CSc1ncc(S(=O)(=O)c2ccc(C(C)C)cc2)c(=O)[nH]1	-7%	?	1%	0%	?	-4%	?
COc1ccc(CCNC(=O)c2ccc3c(c2)N(Cc2ccc(F)cc2)CCS3)cc1OC	0%	9%	23%	1%	-1%	7%	?
COc1cccc(-n2c(-c3ccco3)nc3c(cnn3-c3ccccc3C)c2=O)c1	-3%	?	66%[activator]	-2%	7%	14%	-20%
Cc1ccc(-c2nnc(SCc3ccccc3C#N)o2)cc1	-6%	22%	?	7%	?	-3%	-1%

Given with two lines to a compound: three of the compounds above
Results follow in this order: TSG101-PTAP inh	NTMT1 inh	p53null 39C kill	B2AR arrestin ag	GALK inh	p53null 32C kill	FH mod
- CC(CNC(=O)CCn1c(=O)c2cccn2c2ccc(F)cc21)c1ccccc1 (centres undefined)
→ 2%	13%	66%[activator]	0%	0%	12%	-2%
- COC(=O)c1cc2oc3ccccc3c2n1Cc1nc(-c2cccc(Cl)c2)oc1C
→ 2%	/	-4%	0%	-2%	8%	/
- COc1ccc(S(=O)(=O)NC(C)(C)CO)cc1-c1nnc2c3ccccc3c(C)nn12
→ -5%	-3%	7%	1%	2%	1%	-5%

Returning to the listing, repeating the 2 entries before the break.
SMILES	TSG101-PTAP inh	NTMT1 inh	p53null 39C kill	B2AR arrestin ag	GALK inh	p53null 32C kill	FH mod
Cc1ccc(N2C(=O)c3n[nH]c(C)c3C2c2ccccc2Cl)cc1 (centres undefined)	-7%	-2%	9%	-1%	?	12%	0%
Cc1c(Cl)cccc1NC(=O)CSc1ncc(S(=O)(=O)c2ccc(C(C)C)cc2)c(=O)[nH]1	-7%	?	1%	0%	?	-4%	?
COc1ccc(NC(=O)c2nnn(CC(=O)Nc3cc(C)cc(C)c3)c2N)c(OC)c1	-8%	3%	1%	0%	1%	3%	-2%
Cc1ccc(N2CCN(C(=O)c3cn(C)c4ccc(S(=O)(=O)N5CCC(C)CC5)cc4c3=O)CC2C)cc1 (centres undefined)	-9%	-2%	-7%	1%	8%	34%[activator]	?
CC(=O)N1c2nc(C(C)C)nn2C2(CCCCC2)[C@@H]2CCCC[C@@H]21	-9%	-11%	1%	-4%	-11%	-2%	1%
COc1ccc(NC(=O)CSc2ncc3c(n2)-c2ccccc2N(Cc2ccc(C)cc2)S3(=O)=O)cc1Cl	-2%	4%	-19%	1%	1%	-10%	-5%
Oc1ccccc1-c1nc2ccc(Cl)cn2c1Nc1ccc2c(c1)OCCO2	0%	9%	-3%	1%	-3%	2%	-3%
CCc1nc2ccc(C(=O)NCc3cc(OC)ccc3OC)cc2nc1CC	0%	-6%	10%	0%	0%	0%	-22%
CCCCOC(=O)c1ccc(NC(=O)c2sc3nc(C)cc(C)c3c2N)cc1	-4%	?	?	1%	7%	?	-3%
O=C(Nc1ccc2oc(-c3ccccc3)nc2c1)c1ccc2ccccc2c1	-1%	6%	-3%	1%	0%	-8%	10%
CC(C)C(=O)N(Cc1ccccc1)S(=O)(=O)c1ccc2c(c1)oc(=O)n2C	7%	-14%	-9%	-1%	-5%	-4%	-7%
O=C(Cn1ccn(-c2cccc(Cl)c2)c(=O)c1=O)NCCc1ccccc1	-2%	-4%	-12%	0%	-1%	4%	3%
CCCCOc1ccc(C(=O)NCCc2csc(-c3cccc(F)c3)n2)cc1	0%	4%	-18%	0%	1%	16%	?
Cc1cccc(-c2nc(SCc3ccc(Br)cc3)n3[nH]c(=O)cc3n2)c1	0%	1%	-5%	2%	5%	-11%	?
C=CCOc1ccc(C2c3c(oc4ccc(C)cc4c3=O)C(=O)N2CCCN2CCOCC2)cc1 (centres undefined)	-7%	-5%	1%	1%	0%	-2%	11%
CCOc1ccc(-n2ccn3c(CC(C)CC(=O)O)nnc3c2=O)cc1 (centres undefined)	1%	-7%	-10%	-1%	7%	-1%	-20%
O=C(Cn1c(=O)c(C(F)(F)F)nc2ccccc21)Nc1cccc(Br)c1	1%	3%	-3%	2%	-2%	-2%	-10%
CC(=O)Nc1ccc(-c2cc(C(=O)O)c3c(-c4ccccc4)[nH]nc3n2)cc1	-11%	12%	-8%	0%	0%	-12%	-20%
Cc1ccc(N2CC(NC(=O)c3ccc(S(=O)(=O)N4CCOCC4)cc3)CC2=O)cc1C (centres undefined)	-2%	8%	21%	-4%	0%	-13%	-23%
CCC(=O)N1c2ccc(S(=O)(=O)NCc3ccc(F)cc3)cc2CC1C (centres undefined)	-3%	-13%	9%	-1%	9%	7%	-34%
Cc1ccccc1OCc1nc2ccccc2n1Cc1ccccc1Cl	0%	-6%	16%	0%	2%	28%	?
COc1ccc(-c2nc3c4ccccc4n(CC(=O)N4CCN(c5ccccc5F)CC4)c(=O)n3n2)cc1	-7%	4%	4%	-2%	0%	-6%	3%
CCOC(=O)c1c(C)oc2nc(C)nc(N3CCN(c4ccc(C(C)=O)cc4)CC3)c12	0%	0%	-1%	0%	0%	-8%	-9%
Cc1ccn2c(=O)cc(COc3ccc(NC(=O)c4ccccc4F)cc3)nc2c1	-6%	?	-8%	-1%	-1%	-3%	0%
COc1ccc(S(=O)(=O)N(CC(=O)N2CCc3ccccc3C2)c2ccc(C)cc2)cc1	0%	-2%	27%	1%	0%	16%	-18%
O=C(CCCn1c(=O)[nH]c2ccsc2c1=O)N1CCN(c2cccc(C(F)(F)F)c2)CC1	-6%	-8%	17%	0%	6%	26%	-16%
CCN1CCN(CCCNC(=O)c2ccc3c(c2)sc2nc(-c4ccc(C)cc4)cn23)CC1	2%	?	-19%	0%	1%	-3%	1%
Cc1ccc(C)c(NC(=O)C(=O)NCCc2csc(-c3ccc(C(F)(F)F)cc3)n2)c1	-3%	2%	10%	0%	0%	-2%	-3%
CCOc1cc(CNc2ccc(O)cc2)cc(Br)c1OCc1ccccc1	-9%	?	?	0%	?	12%	?
COc1ccc(NC(=O)c2ccco2)cc1NC(=O)c1ccc(OC(C)C)cc1	0%	9%	-26%	1%	3%	0%	-2%
Cc1cn2c(=O)cc(COC(=O)c3ccc(NC(=O)c4ccc(C(C)(C)C)cc4)cc3)nc2s1	-1%	-2%	?	1%	-3%	?	0%
CCc1ccc(S(=O)(=O)N(C(C)=O)c2ccc3oc4c(c3c2)CCCC4)cc1	-6%	13%	35%[activator]	-2%	0%	16%	-17%

Compound activity as filed in PubChem BioAssay.
